Bioassay records deposited in PubChem BioAssay by several laboratories.
TWEAK-Fn14 inh – blocks TWEAK-Fn14 interaction in a reporter cell assay; TWEAK-stimulated Fn14 reporter cells, luciferase luminescence, 8 h; inhibition, % at 10 µM; 360,000 tested, 2% active; in the data active = inhibition above about 50%
TROY signal inh – inhibitors of TROY-dependent NF-kB signaling; Q293 LMP1-TROYcd NF-kB luciferase reporter, 4 h; inhibition, % at 10 µM; 360,000 tested, 0.98% active; AID 1347056;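 active = compounds whose plate-normalised and pattern-corrected inhibition of the luciferase reporter signal at the single screening dose is 50% or more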
SRC1 inh – inhibits human SRC1 coactivator; Q15788; HEK293 GAL4-SRC1 luciferase reporter, luminescence; inhibition, % at 3.6 µM; 360,000 tested, 0.12% active; AID 588354;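 active = inhibition above the campaign mean plus 3 SD, with each screening campaign given its own cutoff, cut at about 60% in these data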;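 note: 0% = DMSO treated cells and 100% = gossypol at 36 µM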
SRC3 inh – inhibitors of human steroid receptor coactivator 3 (SRC3); Q9Y6Q9; HEK293 GAL4-SRC3 luciferase reporter, luminescence; inhibition, % at 3.6 µM; 360,000 tested, 0.17% active; AID 588352;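 active = inhibition above a per-campaign cutoff, the mean of all compounds plus 3 SD, cut at about 60% in these data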;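 note: 0% = DMSO-treated cells and 100% = gossypol-treated cells at 36 µM; higher means less SRC3-driven luciferase light from the GAL4 reporter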
LMP1 NFkB inh – reduces LMP1-driven NF-kappaB luciferase signal; LMP1-induced NF-kappaB luciferase reporter cells, luminescence; inhibition, % at 12.5 µM; 350,000 tested, 0.69% active; AID 504558; in the data active = inhibition above about 41%;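 note: 0% = neutral control wells and 100% = reference inhibitor control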
TRAIL sens C8 – sensitizes caspase-8 expressing cells to TRAIL. AID 624354. NB7+C8 cells + TRAIL, ATPlite viability luminescence. inhibition (viability loss, TRAIL sensitization), % at 10 µM. 360,000 tested, 1% active;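 active = compounds causing at least 50% loss of cell viability in the single-dose screen, relative to plate controls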
Shn3 inh set2 – inhibitors of Schnurri-3 3'UTR reporter in osteoblasts; Clone20 osteoblast Shn3 3'UTR firefly luciferase, 24 h; inhibition, % at 12.5 µM; 360,000 tested, 0.52% active;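 active = mean inhibition of at least 75% with every replicate also reaching 75%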;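 note: 0% = median of neutral control wells and 100% = pilot-screen positive control compound; some compounds past the cut are filed as inactive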
NR2F2 inh – inhibitors of human COUP-TFII (NR2F2) | HEK293T NGFI-A luciferase reporter, luminescence | inhibition, % at 8.6 µM | 370,000 tested, 0.7% active | AID 686940;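 active = inhibition above a per-plate cutoff, mean inhibition of test wells between control levels plus 3 SD, cut at about 38% in these data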;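 note: cells cotransfected with COUP-TFII expression vector driving the NGFI-A reporter; 0% = median of COUP-TF2 test wells and 100% = reporter-only cells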
Target sequence (P24468 whole entry, looked up): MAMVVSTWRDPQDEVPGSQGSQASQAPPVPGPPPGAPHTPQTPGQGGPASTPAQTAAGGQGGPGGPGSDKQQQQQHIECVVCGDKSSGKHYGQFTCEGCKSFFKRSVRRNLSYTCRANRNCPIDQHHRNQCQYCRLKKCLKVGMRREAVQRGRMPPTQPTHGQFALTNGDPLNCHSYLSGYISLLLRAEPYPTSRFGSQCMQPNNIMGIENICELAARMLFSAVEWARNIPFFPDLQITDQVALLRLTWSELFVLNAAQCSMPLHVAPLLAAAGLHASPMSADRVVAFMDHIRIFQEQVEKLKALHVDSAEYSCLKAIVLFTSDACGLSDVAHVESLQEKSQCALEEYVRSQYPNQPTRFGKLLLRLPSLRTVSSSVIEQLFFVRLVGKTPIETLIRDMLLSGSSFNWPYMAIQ
KKLEB tox – reduces viability of KKLEB cystic fibrosis airway cells | KKLEB CF airway cells viability, ATPlite luminescence, overnight; active compounds read low; cells stimulated with P. aeruginosa culture filtrate | activity change (cytotoxicity), % at 5 µM | 360,000 tested, 0.36% active;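 active = corrected activity change at or below -50% at 5 µM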
NR5A2 inv ag – inverse agonists of human LRH-1 (NR5A2). O00482. HEK293T StAR-luciferase reporter, LRH-1 transfected, 24 h. inhibition, % at 3.6 µM. 360,000 tested, 0.13% active;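 active = inhibition above the mean inhibition of all tested compounds plus 3 SD, cut at about 73% in these data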;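 note: 0% = DMSO wells and 100% = reporter-only cells lacking LRH-1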
Target sequence (O00482 whole entry, looked up): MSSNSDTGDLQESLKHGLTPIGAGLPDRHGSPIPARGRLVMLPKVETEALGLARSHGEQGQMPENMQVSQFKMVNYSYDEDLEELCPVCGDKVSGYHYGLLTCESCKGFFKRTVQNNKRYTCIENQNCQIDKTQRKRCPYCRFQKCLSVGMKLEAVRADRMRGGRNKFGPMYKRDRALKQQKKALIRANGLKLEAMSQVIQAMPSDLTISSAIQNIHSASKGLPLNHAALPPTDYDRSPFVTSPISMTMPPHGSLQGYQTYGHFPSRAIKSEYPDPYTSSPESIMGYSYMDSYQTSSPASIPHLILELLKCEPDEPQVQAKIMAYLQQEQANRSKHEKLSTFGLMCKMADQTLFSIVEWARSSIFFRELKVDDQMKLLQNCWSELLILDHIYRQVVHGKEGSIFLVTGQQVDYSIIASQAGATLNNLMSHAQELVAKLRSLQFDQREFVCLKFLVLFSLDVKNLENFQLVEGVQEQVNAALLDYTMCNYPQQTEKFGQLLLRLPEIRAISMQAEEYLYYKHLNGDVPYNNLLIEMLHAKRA
CF NFkB block – inhibitors of cystic fibrosis induced NF-kB | inhibition, % at 5 µM | 360,000 tested, 0.86% active | AID 588850 | KKLEB NF-kB-GFP reporter, PAF-induced, GFP fluorescence overnight;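 active = at least 50% inhibition at 5 µM, scaled per plate between neutral and stimulator controls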;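 note: PAF is a Pseudomonas aeruginosa culture filtrate used as stimulus; plate controls were PAF-stimulated DMSO wells for no effect and unstimulated DMSO wells for full effect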
* = called active by the depositor; . = no result given. A portion of the library; the hit share may differ from the screen's.

SMILES	TWEAK-Fn14 inh	NR2F2 inh	LMP1 NFkB inh	KKLEB tox	NR5A2 inv ag	SRC1 inh	TROY signal inh	CF NFkB block	TRAIL sens C8	SRC3 inh	Shn3 inh set2
CN(C)S(=O)(=O)c1ccc(C(=O)Nc2ccccc2F)cc1	2	.	-2	8	-1	2	-13	-2	6	-9	-7
CCOCCCNC(=S)N(CCO)Cc1cc2cc3c(cc2[nH]c1=O)OCCO3	13	-1	-4	-6	12	9	0	6	-1	0	-38
COc1ccc(NC(=O)C(NC(=O)CC2NC(=O)NC2=O)c2ccccc2)cc1 (stereo not drawn)	0	-18	2	3	13	14	1	-12	5	13	-9
CCOc1ccc(NCCC(O)c2ccc(F)cc2)cc1 (stereo not drawn)	4	0	-7	-1	20	3	-17	-7	-11	5	15
CC(C)(C)c1ccc(S(=O)(=O)NC(=O)C2(C)CCN2C(=O)Cc2cccs2)cc1 (stereo not drawn)	-11	6	.	5	-26	-12	-8	2	-13	-8	6
CCc1ccc(OCC(O)CN2CCC(CN3C(=O)c4cccc5cccc(c45)C3=O)CC2)cc1 (stereo not drawn)	-49	5	3	-28	-17	-2	8	23	31	13	64
O=C(C1=C[C@@H](c2csc3ccccc23)C[C@@H](OCc2ccc(CO)cc2)O1)N1CCN(Cc2ccc3c(c2)OCO3)CC1	13	22	-1	-17	28	-1	6	10	8	-10	15
Cc1ccc(Cl)cc1NC(=O)c1ccc(Cn2cc(Cl)cn2)cc1	-10	-4	-9	-10	-45	-2	3	12	1	5	43
CC12CCC(=O)N1C(C(=O)Nc1nc3ccccc3s1)CS2 (stereo not drawn)	13	-6	5	6	-3	-20	-32	20	-9	-17	-9
COc1cccc(CNC(=O)C2CCCN(S(=O)(=O)c3ccc4c(c3)C(C)(C)C(=O)N4C)C2)c1 (stereo not drawn)	14	10	6	-3	-5	5	-8	2	3	11	-3
C(=N\Nc1nc2ccccc2[nH]1)/c1ccccn1	100*	7	-1	-43	-75	-14	82*	-30	91*	9	89*
Cc1ccc(NC(=O)c2ccc([N+](=O)[O-])o2)cc1S(=O)(=O)N1CCOCC1	10	-22	-53	-5	54	-35	16	56*	4	-6	60
c1cnc(NC2C3CC4CC(C3)CC2C4)nc1 (stereo not drawn)	4	11	-7	-17	19	-14	-7	3	-1	14	3
CC(Oc1ccccc1Cl)C(=O)Nc1ccccc1C(=O)N1CCOCC1 (stereo not drawn)	1	6	4	4	5	4	-7	-9	-5	2	-18
C#CCN(C[C@H]1[C@H](OC(=O)NCc2ccco2)[C@H](OC(=O)NCc2ccco2)C[C@H]2C(=O)N(c3ccccc3)C(=O)[C@@H]12)S(=O)(=O)c1ccc(C)cc1	-6	15	0	0	-11	-16	-8	-2	4	-19	-1
Cc1cc(C)n(CCC(=O)N2CCCC(N3CCN(c4cccc(Cl)c4)CC3)C2)n1 (stereo not drawn)	9	5	-3	-11	2	-4	-4	4	8	8	1
O=C(NNC(=O)c1ccc(-n2cncn2)c([N+](=O)[O-])c1)c1ccccc1	3	10	-6	9	22	-1	-5	14	5	-17	75
CC(=O)Nc1cccc(-c2ccnc3c2CC(C)(C(=O)Nc2ccc(Cl)cc2)O3)c1 (stereo not drawn)	-12	-21	.	-22	10	3	7	-2	11	30	32
CCOC(=O)C1CCN(Cc2c(C(=O)N3CCOCC3)nc3c(C)cccn23)CC1	1	15	-6	-1	-1	1	-18	-31	-2	8	-29
COc1ccccc1Nc1ncc(C(C)=O)c(C)n1	-15	-17	-9	11	-49	-53	-47	-3	-2	-17	-15
COC(=O)C1=C(O)/C(=C\c2ccc(OCC(=O)Nc3ccccc3)cc2)N=C1C	15	-16	2	16	-5	-29	-5	-24	-23	-27	-4
Cc1cc(C)cc(NC(=O)CN2C(=O)c3ccccc3C2=O)c1	10	10	0	3	-5	0	-3	-6	-10	-13	2
O=c1c2ccccc2c(C=Nc2cccc(O)c2)c(O)n1-c1ccc2c(c1)OCO2	24	2	-17	0	-13	9	1	1	10	4	48
CCCN(CCC)C(=O)c1cc2c(=O)n3cccc(C)c3nc2s1	-1	8	-6	3	-10	-12	-15	8	-3	-24	21
Cc1nc(C(F)(F)F)ccc1C(=O)N1CCC1(C)C(=O)NS(=O)(=O)c1cccc(Cl)c1 (stereo not drawn)	-1	-9	.	17	9	-5	-1	-8	-1	0	1
CC1CCCCC1NC(=O)Cn1cccc1C(=O)c1ccccc1 (stereo not drawn)	-1	-7	-7	-4	-1	0	0	6	-44	-1	25
Cc1ccccc1CN(C)C(=O)CNC(=O)c1ccc2ccccc2c1	-4	-13	7	10	4	1	-21	-7	-6	-2	3
Nc1cc(S(=O)(=O)Nc2ccccc2Cl)ccc1N1CCOCC1	3	5	-1	-12	-4	-1	3	10	-10	-3	32
O=C1CCc2cc(NS(=O)(=O)c3ccccc3)cc3c2N1CC3	5	-30	7	-8	11	22	-7	9	-12	-19	-6
COc1ccccc1C=NC(CO)C(O)c1ccc([N+](=O)[O-])cc1 (stereo not drawn)	3	-7	-5	0	7	-13	-14	-4	5	-5	16

A draw from above in order of formula weight, descending:
SMILES	TWEAK-Fn14 inh	NR2F2 inh	LMP1 NFkB inh	KKLEB tox	NR5A2 inv ag	SRC1 inh	TROY signal inh	CF NFkB block	TRAIL sens C8	SRC3 inh	Shn3 inh set2
Cc1nc(C(F)(F)F)ccc1C(=O)N1CCC1(C)C(=O)NS(=O)(=O)c1cccc(Cl)c1 (stereo not drawn)	-1	-9	.	17	9	-5	-1	-8	-1	0	1
Cc1cc(C)n(CCC(=O)N2CCCC(N3CCN(c4cccc(Cl)c4)CC3)C2)n1 (stereo not drawn)	9	5	-3	-11	2	-4	-4	4	8	8	1
CCOC(=O)C1CCN(Cc2c(C(=O)N3CCOCC3)nc3c(C)cccn23)CC1	1	15	-6	-1	-1	1	-18	-31	-2	8	-29
O=c1c2ccccc2c(C=Nc2cccc(O)c2)c(O)n1-c1ccc2c(c1)OCO2	24	2	-17	0	-13	9	1	1	10	4	48
Nc1cc(S(=O)(=O)Nc2ccccc2Cl)ccc1N1CCOCC1	3	5	-1	-12	-4	-1	3	10	-10	-3	32
O=C1CCc2cc(NS(=O)(=O)c3ccccc3)cc3c2N1CC3	5	-30	7	-8	11	22	-7	9	-12	-19	-6
CC1CCCCC1NC(=O)Cn1cccc1C(=O)c1ccccc1 (stereo not drawn)	-1	-7	-7	-4	-1	0	0	6	-44	-1	25
Cc1cc(C)cc(NC(=O)CN2C(=O)c3ccccc3C2=O)c1	10	10	0	3	-5	0	-3	-6	-10	-13	2

(cont.)
SMILES	TWEAK-Fn14 inh	NR2F2 inh	LMP1 NFkB inh	KKLEB tox	NR5A2 inv ag	SRC1 inh	TROY signal inh	CF NFkB block	TRAIL sens C8	SRC3 inh	Shn3 inh set2
CC1(C)Cc2c(sc3nc(SCC(=O)O)[nH]c(=O)c23)CO1	8	-8	4	-4	12	-4	-4	3	-1	4	-8
CC1CCCCN1CCCNC(=O)c1c(O)nc2ccccn2c1=O (stereo not drawn)	-18	-1	-2	0	15	3	-12	-2	-21	12	-5
CC(C)CN(CC(C)C)C(=O)CN1C(=O)NC2(CCCc3ccccc32)C1=O (stereo not drawn)	14	15	-1	6	15	-19	1	-3	7	17	-3
Cc1ccc(C)c(C(=O)c2ccccc2NC(=O)c2ccccn2)c1	-3	-2	-4	-11	2	8	7	23	10	10	13
COc1ccccc1OCCn1cc(/C=C(\C#N)C(=O)NCc2cccs2)c2ccccc21	-24	6	3	0	-9	8	5	-1	2	6	-1
COc1ccccc1S(=O)(=O)N(C)C[C@@H]1Oc2ncc(-c3ccc(C)cc3)cc2C(=O)N([C@H](C)CO)C[C@@H]1C	-39	8	5	3	29	4	-7	-5	0	14	4
CC(=O)c1sc(Nc2nc(C)cc(C)n2)nc1C	1	.	-17	-2	4	-10	-16	-16	14	-11	26
O=C(O)c1cc(S(=O)(=O)N2CCN(S(=O)(=O)c3ccccc3)CC2)ccc1Cl	13	-2	-5	4	3	7	-4	0	8	-6	-15
Cc1ccc(-n2nnc(-c3cnc4ccccc4c3)n2)cc1	63*	-53	7	-14	-92	-108	18	7	36	-130	-34
Cc1c(C(=O)OCC(=O)NCCc2ccc(S(N)(=O)=O)cc2)oc2ccccc12	7	-20	2	5	9	-10	1	-21	-9	3	-7
COc1ccc(CCNC(=O)C2(C)CCC(=O)N2Cc2ccc(C)cc2)cc1OC (stereo not drawn)	4	-2	30	8	-7	-4	14	-9	-17	-10	-2
COc1ccc(/C=C/C(=O)NCCOc2ccccc2OC)cc1	6	11	-10	-25	16	-27	-1	-4	4	3	5
Cc1ccc(-c2noc(C3CCCCC3)n2)cc1	-20	-14	-28	5	-22	-33	-80	-11	5	-19	-17
Cc1c(NC2=NC(C)(C)Cc3ccccc32)c(=O)n(-c2ccccc2)n1C	-7	-14	-2	0	9	-6	1	6	3	-5	-17
CN1C(=S)N2CCCN2C1c1ccccc1 (stereo not drawn)	-5	-2	4	-7	1	-10	14	-4	7	20	5
